Exocytosis inh – LAMP-1 surface exposure blockers, TALL-104 cells – cell-based, flow cytometry, MLPCN library, primary screen; hit rate 0.66% among 360,000; inhibition, % at 10 µM; AID 651702, 2012; TALL-104 LAMP-1 surface exposure; cells stimulated with thapsigargin and PMA;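 active = inhibition above about 55%, limit read from the data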
Cardio protect – cardioprotection against H2O2-induced cell death, primary screen, uHTS, H9c2 cells, ATPLite luminescence; H9c2 cardiomyocytes, H2O2 injury protection, 2 h; protection from H2O2 cell death, % at 20 µM; hit rate 0.63% among 360,000;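 active = compounds giving at least 50% protection of heart cells from peroxide-induced death in the single-dose screen, raw or plate-pattern-corrected value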;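 note: 0% = DMSO wells with peroxide and 100% = DMSO wells without peroxide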
aDG glyco act – activators of alpha-DG glycosylation, primary screen, uHTS, Pro5-aDG cells, AlphaScreen; alpha-DG glycosylation AlphaScreen (IIH6); 0% Pro5, 100% B10-LARGE cell signal; activation, % at 10 µM; hit rate 0.22% among 360,000; AID 624168, 2012;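 active = activation of at least 8% versus controls, or a plate z-score of at least 8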;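 note: Pro5 are CHO cells carrying HIG-tagged alpha-DG that lacks glycosylation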
ABHD5 PLIN5 PPI – ABHD5-PLIN5 interaction inhibitors, primary screen, cell lysate, split luciferase complementation, luminescence. inhibition, % at 4 µM. Perilipin-5 (Homo sapiens) + 1-acylglycerol-3-phosphate O-acyltransferase ABHD5 (Homo …. hit rate 0.78% among 360,000. Split G. princeps luciferase complementation, 4 h;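 active = inhibition above the mean inhibition across every tested compound plus 3 SD, cut at about 22% in these data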;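 note: 0% = DMSO only wells and the 100% control is not disclosed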
MC4R antagonist – MC4R antagonists of cAMP signaling, primary screen, cell-based, TR-FRET, antagonist arm of biased-ligand search; Melanocortin receptor 4 (Homo sapiens), P32245; MC4R-expressing cells, MTII-stimulated cAMP, LANCE TR-FRET; inhibition, % at 6.5 µM; hit rate 0.48% among 360,000; AID 540295, 2011;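 active = inhibition above its plate's cutoff, the mean of tested wells on that plate plus 3 SD, cut at about 29% in these data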;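 note: 0% = Melanotan II alone and 100% = Melanotan II plus saturating MCL0020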
Target sequence (P32245 whole entry, looked up): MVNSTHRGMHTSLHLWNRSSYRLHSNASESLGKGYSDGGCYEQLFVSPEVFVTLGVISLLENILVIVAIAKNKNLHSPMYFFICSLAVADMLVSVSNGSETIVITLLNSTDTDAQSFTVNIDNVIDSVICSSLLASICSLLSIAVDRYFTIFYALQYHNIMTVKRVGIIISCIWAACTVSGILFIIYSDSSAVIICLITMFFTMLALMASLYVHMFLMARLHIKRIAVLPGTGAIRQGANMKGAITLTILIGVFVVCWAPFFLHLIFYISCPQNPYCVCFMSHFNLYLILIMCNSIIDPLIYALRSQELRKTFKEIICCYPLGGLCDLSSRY
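Material: human MC4R-expressing U2OS cells. Probe or stimulus: Melanotan II challenge. Dosing: 6.5 µM single dose. Times: 30-min compound, 1-h challenge, 1-h detection, room temperature. Technique: TR-FRET with Eu-cAMP and labeled anti-cAMP, 671 nm. Replication: singlicate.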
iPSC survival up – enhancers of single-cell hiPSC survival, primary screen, ATPlite luminescence; 100% = ROCK inhibitor wells, 0% = DMSO; survival enhancement, % at 20 µM; hit rate 0.044% among 360,000; AID 602274, 2012; in the data active = survival enhancement above about 18%;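 note: cells exposed to compounds for 16 hours before the ATP read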
m5-HT2A agonist – mouse Htr2a agonists via beta-arrestin recruitment, primary screen, cell-based, luminescence. 5-hydroxytryptamine receptor 2A (Mus musculus), P35363. CHO-K1 mHTR2A beta-arrestin complementation; percent of 30 µM serotonin response. activation, % at 7.6 µM. hit rate 0.66% among 360,000. AID 624169, 2012;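 active = activation above a run cutoff, the mean activation of all tested compounds plus 3 SD, cut at about 14% in these data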;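 note: 0% = plate median of compound wells and 100% = 30 µM serotonin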
Target sequence (P35363 whole entry, looked up): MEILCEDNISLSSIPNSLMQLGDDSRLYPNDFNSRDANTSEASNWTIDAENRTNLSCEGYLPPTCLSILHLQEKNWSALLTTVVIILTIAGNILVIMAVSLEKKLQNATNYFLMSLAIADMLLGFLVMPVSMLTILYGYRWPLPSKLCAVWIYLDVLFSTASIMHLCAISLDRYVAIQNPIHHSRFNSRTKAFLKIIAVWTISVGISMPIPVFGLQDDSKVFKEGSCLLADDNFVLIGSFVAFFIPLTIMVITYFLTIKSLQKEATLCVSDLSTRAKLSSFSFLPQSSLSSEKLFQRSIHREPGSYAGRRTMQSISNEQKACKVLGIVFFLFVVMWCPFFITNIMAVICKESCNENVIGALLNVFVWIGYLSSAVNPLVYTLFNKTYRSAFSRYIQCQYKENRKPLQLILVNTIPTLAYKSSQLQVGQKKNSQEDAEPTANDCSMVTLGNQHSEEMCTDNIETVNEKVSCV
MC4R barr agon – MC4R agonists recruiting beta-arrestin, primary screen, cell-based, luminescence, agonist arm of biased-ligand search | Melanocortin receptor 4 (Homo sapiens), P32245 | U2OS MC4R beta-arrestin complementation; percent of melanotan II response, DMSO zero | activation, % at 8.9 µM | hit rate 0.98% among 360,000 | AID 540308, 2011;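 active = activation above a per-plate cutoff, the mean activation of sample wells on that plate plus 3 SD, cut at about 8% in these data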
N-glyco inh – increase of ERlucT glycosylation luciferase signal, primary screen, N-linked glycosylation inhibitor project, D54 ERlucT cells, luminescence, set 2; D54 ERlucT glycosylation luciferase reporter, 24 h; percent of 100 nM tunicamycin response; reporter increase, % at 12.5 µM; hit rate 0.23% among 360,000; AID 588692, 2011;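 active = mean luciferase reporter signal, scaled so untreated is 0 and the glycosylation-blocking control 100, at or above a set limit in every replicate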;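 note: luciferase carries N-glycosylation sites so blocking glycosylation raises the light; 0% = median of neutral control wells and 100% = median of 100 nM tunicamycin wells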
ABCB6 inh 2 – ABCB6 transporter inhibitors, primary screen, K562-ABCB6 cells, flow cytometry, MLPCN library; ATP-binding cassette sub-family B member 6 (Homo sapiens), Q9NP58; K562-ABCB6 porphyrin accumulation, 1 h; hits give low values; fluorescence ratio to DMSO, % at 10 µM; hit rate 0.19% among 360,000; AID 602162, 2011;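 active = fluorescence ratio to DMSO below 75%, the collection mean minus 3 SD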;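 note: signal is porphyrin accumulated inside mitochondria; 100% equals median channel fluorescence of DMSO control wells; lower ratio means ABCB6 inhibition with less porphyrin fluorescence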
* marks the source's active call; other numbers are inactive results; . = no result given. Not a hit list. About 4.5% of those tested had a hit in this group.

entry	SMILES	Exocytosis inh	Cardio protect	aDG glyco act	ABHD5 PLIN5 PPI	MC4R antagonist	iPSC survival up	m5-HT2A agonist	MC4R barr agon	N-glyco inh	ABCB6 inh 2
1	CCN(CC(=O)NCc1ccc(Cl)cc1)C(=O)CCc1ccccc1O	-24	-1	0.0	6	0	-0.3	3	-0.3	-2	104
2	Cc1nonc1OC(C)CNCCNc1ccc([N+](=O)[O-])cc1 (stereo not drawn)	-5	0	0.1	-6	4	0.1	0	-0.7	-1	99
3	COC(=O)CNC(=O)C1Nc2ccc(OC(F)(F)F)cc2C2C=CCC12 (stereo not drawn)	-1	-2	-0.1	3	1	1.2	-5	2.9	0	101
4	Cc1ccc(S(=O)(=O)NC(=O)c2ccccc2F)cc1	-7	-4	0.0	0	8	0.6	-7	0.9	2	104
5	COc1ccc(N2CCN(S(=O)(=O)CCNC(=O)c3cc(=O)c4ccccc4o3)CC2)cc1	-2	33	1.1	5	-5	-0.3	-2	1.1	-3	98
6	O=C(c1cccc(N2C(=O)C3CC=CCC3C2=O)c1)N1CCCc2ccccc21 (stereo not drawn)	-2	-2	-0.1	1	1	-0.2	2	-3.0	1	94
7	Cc1nn(-c2ccccc2)c(C)c1/C=N/Nc1nc2ccccc2[nH]1	-3	-4	2.5	3	-3	-4.5	-10	-1.4	-17	89
8	CCCC(=O)Nc1cc(-c2nn(C)c(=O)c3ccccc23)ccc1N1CCCCC1	0	2	0.1	-5	3	-0.5	3	0.9	9	99
9	CCOC(=O)c1cc(-c2csc(-c3cccc(Cl)c3)n2)on1	6	-5	-0.1	2	8	-0.3	-1	0.6	1	100
10	CC(C)Sc1nc(-c2cccs2)nc2cc(Cl)ccc12	-8	.	0.0	-2	.	-0.5	4	.	.	128
11	CCOC(=O)c1c(NC(=O)COC(=O)c2nccnc2N)sc2c1CCC2	-4	-7	-0.3	0	-4	-0.4	-1	16*	6	101
12	CCc1ccc(N2CCN(CCNC(=O)Nc3ccc(OC)cc3)CC2)cc1	23	-1	0.0	5	4	-0.6	-8	0.0	0	96
13	COc1ccccc1/C=C/C(=O)OCCCN(C)C	-2	0	-0.1	1	-7	0.7	-1	-2.7	-1	111
14	NC(=O)COc1ccc(NC(=O)c2ccccc2-c2ccccc2)cc1	-8	-2	0.3	-6	2	-0.3	3	1.4	1	101
15	N#Cc1c(-c2ccco2)nc(NCC2CCCO2)[nH]c1=O (stereo not drawn)	0	-2	-0.1	-3	-2	0.1	-1	-0.8	1	95
16	CC(=O)Nc1ccc(S(=O)(=O)NC(C)CCc2ccccc2)cc1 (stereo not drawn)	10	-8	0.0	-7	-4	0.4	1	-1.3	0	96
17	CCOC(=O)C1CCCN(C(=O)c2ccc(OCC)cc2)C1 (stereo not drawn)	0	9	0.0	-5	-5	1.5	0	-2.2	0	91
18	COc1ccc(S(=O)(=O)N2CCN(Cc3cccc(Cl)c3)CC2)cc1	-2	-3	-0.1	-6	-5	3.2	-5	4.6	-2	104
19	COC(=O)C1=CN(C2CC2)C=C(C(=O)OC)C1c1ccc(C(=O)OC)cc1	-1	4	0.0	-2	8	9.0	-1	-0.4	-1	99
20	COc1ccc2nc(NC(=O)C3CCCN(S(=O)(=O)c4c(C)noc4C)C3)sc2c1 (stereo not drawn)	-4	7	0.0	7	9	1.4	0	-0.5	0	95
21	Cc1nc(NCC2CCCO2)c2nnn(Cc3c(F)cccc3Cl)c2n1 (stereo not drawn)	-2	-5	0.4	-3	2	-0.4	-1	-3.0	3	100
22	CCCN1CCN(c2ncnc3scc(C4COc5ccccc5O4)c23)CC1 (stereo not drawn)	0	21	-0.4	10	-4	-0.4	-4	1.3	-9	96
23	COCCNC(=O)C1(C)CCCN(C(=O)c2ccc(C(F)(F)F)cc2)C1 (stereo not drawn)	-4	4	0.1	-1	5	6.6	4	-1.0	4	94
24	CCOC(=O)C1=C(N)c2ccccc2CC1C1CCCC1 (stereo not drawn)	1	-2	0.0	-5	16	0.0	-3	0.9	-3	89
25	COc1ccc(CCCc2nnc(SCC(=O)N/N=C\c3ccc(O)c(OC)c3)o2)cc1C	-1	-7	0.4	3	0	6.9	-9	-1.2	1	101
26	O=C(Nc1ccccc1)c1ccccc1Br	-2	4	-0.1	-5	3	-1.5	0	0.3	0	103
27	O=C(NC1CCCCCC1)C(=S)NC1CCCCC1	-2	-5	-0.2	-2	8	-0.4	0	-1.6	-1	93
28	COc1ccc(/C=N/NC(=S)Nc2ccccc2)cc1COc1ccc(F)cc1	-1	-2	0.0	2	4	1.1	0	-0.8	1	98
29	CCOC(=O)C1CCN(C(=O)c2sc3ncnc(N4CCC(C)CC4)c3c2C)CC1	-3	9	0.4	-11	-1	-1.2	-3	-1.6	2	98
30	Cc1c(C(=O)Nc2c(F)cccc2F)sc2ncn(CC(=O)N3CCCCC3)c(=O)c12	-10	-2	-0.4	-1	1	0.2	5	-2.2	-2	99
31	COc1cc2c(cc1OC)CN(C(=O)c1cc(S(=O)(=O)N3CCOCC3)ccc1Cl)CC2	2	0	0.4	5	2	-2.8	-5	0.0	1	80
32	Cc1nnc(SCC(=O)NN2C(=O)NC3(CCCCC3)C2=O)s1	-5	2	-0.3	3	-3	0.4	0	-0.6	1	101
33	Cc1ccc(S(=O)(=O)N2CCN(C(=O)Cn3nc(C)c([N+](=O)[O-])c3C)CC2)c(C)c1	-5	-3	-0.2	-3	14	-0.3	0	-2.9	2	98
34	COc1ccc(C(=O)CCC(C)(C)[N+](=O)[O-])cc1OC	-6	11	-0.1	3	5	-0.1	0	-0.2	0	98
35	Cc1ccc(S(=O)(=O)N(C)C)cc1NC(=O)COC(=O)COc1ccc2c(C)cc(=O)oc2c1	-8	16	0.1	-10	-2	0.8	-2	-1.5	0	103
36	CC(C)n1nc(C(=O)Nc2nnc(SCc3c(Cl)cccc3Cl)s2)c2ccccc2c1=O	0	10	-0.1	-5	16	3.3	0	1.4	0	99
37	Cc1ccccc1NC(=O)Cc1nc(COC(=O)C(C)C)cs1	4	-3	-0.1	4	-1	-0.6	6	6.1	0	103
38	Cc1ccc2c(c1)-c1c(cnn1CC(=O)N1CCCN(Cc3ccccc3F)C1)CO2	0	7	-0.1	5	-5	0.0	2	1.6	-3	98
39	COc1cc(C2/C(=C(/O)c3ccc(F)cc3)C(=O)C(=O)N2CCCC(=O)O)ccc1O (stereo not drawn)	0	1	-0.2	0	-6	2.0	2	-0.4	2	97
40	O=C(O)c1cccc(N2C(=O)CSC2c2c(F)cccc2Cl)c1 (stereo not drawn)	-2	8	-0.2	-1	-2	3.1	-3	-0.9	0	93
41	COc1cc(/C=C/C(=O)OCC(=O)Nc2ccc3c(c2)OCCO3)ccc1OCC#N	0	0	-0.1	2	1	-2.0	2	4.0	-1	90
42	N/C(=N\OC(=O)CSc1ccccc1)c1ccncc1	-6	1	0.0	3	1	-0.6	0	-2.4	-2	99
43	O=C(O)c1cn(C2CCCCC2)c2ccccc2c1=O	2	2	0.0	1	-2	-0.8	6	-1.5	2	100
44	Cc1cc(NS(=O)(=O)c2ccc(C(C)C)cc2)no1	11	11	0.0	0	1	2.3	-3	-4.3	1	103
45	O=C(O)c1cccnc1SCC(=O)C12CC3CC(CC(C3)C1)C2	1	-4	0.0	-2	11	0.2	0	-0.7	2	97
46	CC1(C)OC(=O)C(=CNC(CCC(N)=O)C(=O)O)C(=O)O1 (stereo not drawn)	7	-6	0.0	-2	6	1.6	-1	-2.8	1	94
47	CC(=O)N1CCC(C(=O)N2c3ccccc3N=C(c3ccc(C(F)(F)F)cc3)C2C(=O)NC(C)(C)C)CC1 (stereo not drawn)	-8	.	0.2	5	.	.	9	.	.	.
48	Cc1ccc(S(=O)(=O)N(C)CC(=O)Nc2nc3ccccc3s2)cc1	1	-15	-0.1	-4	5	2.7	4	3.9	.	83
49	COc1ccc2c3c([nH]c2c1)C1CC2C(CC(O)C(OC)C2C(=O)O)CN1CC3 (stereo not drawn)	-1	4	0.3	3	8	-0.3	4	-3.0	1	108
50	CCOC(=O)N1CCN(C(=O)C2CCN(C(=O)c3ccc([N+](=O)[O-])cc3)CC2)CC1	3	0	0.4	2	3	0.0	7	-1.4	0	100
51	O=[n+]1c2c(n([O-])c3cc(F)ccc31)CCCC2	5	-8	0.0	0	0	0.6	-2	-2.5	1	114
52	Cc1ccccc1CC(=O)N1CCN(S(=O)(=O)c2ccc(Cl)s2)CC1	9	-2	0.0	-3	4	-0.7	1	0.6	0	100
